Assay outcomes (PubChem)
DAX1 inh-1 – blocks DAX1 repression of SF-1 activated StAR promoter | inhibition, % at 6.8 µM | AID 652010 | 370,000 tested, 1.1% active | HEK293T StAR-luciferase reporter, SF-1/DAX-1 repression relief;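 active = inhibition above the mean over all tested compounds plus 3 SD, cut at about 3.6% in these data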;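 also: 0% = DAX-1 cells with DMSO and 100% = cells lacking DAX-1 with DMSO; higher inhibition means more luminescence from relief of DAX-1 repression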
GAA850 FXN act – activators of GAA850 frataxin (FXN) promoter; HEK293 lucGAA850 FXN promoter luciferase reporter, 24 h; percent of 10 µM SAHA response; activation, % at 6 µM; 360,000 tested, 0.56% active;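 active = activation above the average of all compounds screened plus 3 SD, cutoff fixed separately per campaign, cut at about 7.5% in these data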;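 also: 0% = DMSO wells and 100% = 10 µM SAHA wells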
GC-B act – GC-B (human) receptor activation; P20594; HEK293-GC-B cells, CNP EC30, cGMP TR-FRET; 0% at EC30 CNP, 100% saturating CNP; activation, % at 10 µM; 370,000 tested, 0.11% active; AID 1920062;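 active = activation at 10 µM reaching about 35% in either raw or pattern-adjusted values, limit read from the data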
Target sequence (P20594 whole entry, looked up): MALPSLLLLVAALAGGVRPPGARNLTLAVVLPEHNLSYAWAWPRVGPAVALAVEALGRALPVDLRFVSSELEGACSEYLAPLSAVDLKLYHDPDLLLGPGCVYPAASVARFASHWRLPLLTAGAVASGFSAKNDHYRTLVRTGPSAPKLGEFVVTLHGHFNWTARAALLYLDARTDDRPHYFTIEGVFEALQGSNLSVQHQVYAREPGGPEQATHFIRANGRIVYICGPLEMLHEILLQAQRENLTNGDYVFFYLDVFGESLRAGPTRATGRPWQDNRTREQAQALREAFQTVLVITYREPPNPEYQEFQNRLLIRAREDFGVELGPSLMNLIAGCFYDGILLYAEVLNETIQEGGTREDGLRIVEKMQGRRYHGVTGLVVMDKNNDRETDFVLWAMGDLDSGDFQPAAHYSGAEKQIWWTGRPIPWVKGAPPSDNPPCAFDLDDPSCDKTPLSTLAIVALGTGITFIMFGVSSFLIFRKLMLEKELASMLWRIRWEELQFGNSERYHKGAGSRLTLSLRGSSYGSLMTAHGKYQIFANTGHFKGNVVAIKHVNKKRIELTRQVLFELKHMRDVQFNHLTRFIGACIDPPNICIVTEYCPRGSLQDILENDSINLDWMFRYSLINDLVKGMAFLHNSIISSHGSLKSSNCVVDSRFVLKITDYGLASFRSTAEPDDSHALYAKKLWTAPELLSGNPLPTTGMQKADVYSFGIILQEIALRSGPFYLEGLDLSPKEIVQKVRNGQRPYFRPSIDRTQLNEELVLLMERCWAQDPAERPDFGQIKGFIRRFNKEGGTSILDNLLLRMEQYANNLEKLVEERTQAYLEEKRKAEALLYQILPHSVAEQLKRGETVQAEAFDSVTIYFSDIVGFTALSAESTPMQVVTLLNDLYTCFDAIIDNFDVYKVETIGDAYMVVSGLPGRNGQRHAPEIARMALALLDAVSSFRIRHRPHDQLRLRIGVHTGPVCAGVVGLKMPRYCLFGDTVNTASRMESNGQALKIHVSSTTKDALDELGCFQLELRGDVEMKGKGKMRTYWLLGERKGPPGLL
SMARCA2 act – activators of SMARCA2 function. AID 652017. activation, % at 9.1 µM. 370,000 tested, 1% active. MG213 cells, MMTV-luciferase reporter, dexamethasone, overnight; in the data active = activation above about 7.8%;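 also: 0% = vehicle wells and 100% = reference activator wells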
hcDAF12 agonist – H. contortus DAF-12 activation, primary screen | HEK293 hcDAF-12 lit1-tk-luc reporter, luminescence; 0% DMSO, 100% Δ7-dafachronic acid | activation, % at 6.8 µM | 370,000 tested, 1.4% active | AID 652067;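 active = activation above the mean of all tested compounds plus 3 SD, cut at about 5.5% in these data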;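 also: 100% = response to 3 µM Δ7-dafachronic acid high control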
hgDAF-12 ag – hgDAF-12 agonism, primary luciferase screen. HEK293 GAL4-hgDAF12 UAS-luciferase reporter, agonist luminescence; normalized to butyrate control. 370,000 tested, 1.8% active. AID 687014. activation, % at 6.8 µM;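 active = activation above a cutoff set at the mean of all screened compounds plus 3 SD, cut at about 10% in these data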;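 also: 0% = DMSO wells and 100% = sodium butyrate wells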
ssDAF12 agonist – S. stercoralis DAF-12 activation, primary screen. activation, % at 6.8 µM. 370,000 tested, 1% active. HEK293 ssDAF-12/GRIP1 lit1-tk-luc reporter, luminescence; % of 3 µM dafachronic acid response;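 active = activation above the mean over all tested compounds plus 3 SD, cut at about 0.9% in these data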;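 also: 0% = DMSO-only wells and 100% = 3 µM delta7-dafachronic acid wells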
DAX1 inh-2 – inhibitors of human orphan nuclear receptor DAX1 (NR0B1). 340,000 tested, 0.99% active. P51843. AID 504766. HEK293 Gal4-DAX1 luciferase reporter, luminescence. inhibition, % at 6.75 µM;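 active = inhibition above the mean over all tested compounds plus 3 SD, cut at about 4.2% in these data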;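 also: 0% = DAX1-transfected cells with DMSO and 100% = empty-vector control cells with DMSO; inhibition shows as a rise in luminescence from relieved DAX1 repression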
NPR1 activator – GC-A (human) enzyme activation | activation, % at 10 µM | AID 1671463 | HEK293 GC-A cells, cGMP TR-FRET, EC30 ANP; 0% at EC30 ANP, 100% saturating ANP | P16066 | 370,000 tested, 0.14% active; in the data active = activation above about 40%
ADAM10 inh – ADAM10 inhibition, QFRET primary screen | recombinant ADAM10, EDANS/DABCYL FRET peptide cleavage, 3 h | inhibition, % at 7 µM | 370,000 tested, 0.62% active;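 active = inhibition above a per-campaign cutoff equal to the mean of compounds falling between control-based bounds plus 3 SD, cut at about 20% in these data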;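 also: 0% = DMSO wells while the 100% control is not disclosed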
sPLA2-III inh – Inhibits HGIII-sPLA2 liposome hydrolysis, primary screen | Q9NZ20 | QFRET BODIPY PC-A2 liposome hydrolysis, fluorescence | inhibition, % at 12.2 µM | 370,000 tested, 0.56% active;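 active = inhibition above mean plus 3 SD of compounds lying within the high and low control bounds, cut at about 19% in these data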;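 also: 0% = median of test compound wells and 100% = no enzyme DMSO wells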
The depositor's hits bear a star; i = inactive; . = not tested or not shown.

SMILES	DAX1 inh-1	GAA850 FXN act	GC-B act	SMARCA2 act	hcDAF12 agonist	hgDAF-12 ag	ssDAF12 agonist	DAX1 inh-2	NPR1 activator	ADAM10 inh	sPLA2-III inh
CC(C)Cn1c(NCCO)nc2ccccc21	0.5	-0.1	1	-2	-0.8	0.8	-1.3	2.0	-1	2	0
CN(C)c1ccc2c3c(ccc(N(C)C)c13)COC2	0.8	0.3	1	2	-1.3	1.9	-1.7	2.9	3	2	2
COC(=O)c1ccccc1NC(=O)CSc1nnnn1CC(=O)O	-0.6	0.8	-4	2	-1.2	1.4	-1.7	-0.3	-2	2	2
O=C(CSc1nc2ccccc2s1)NC1CCCc2ccccc21 (centres undefined)	-0.3	-0.1	-1	-3	0.9	0.1	-1.6	-1.0	-4	0	-3
Cc1c(OCC(=O)N[C@@H](CSCc2ccccc2)C(=O)O)ccc2c3c(c(=O)oc12)CCC3	0.6	-0.8	-1	1	-1.3	-4.2	-1.7	2.4	1	-33	1
CC1(C(=O)NS(=O)(=O)Cc2cccc(Cl)c2)CCN1C(=O)c1ccc(C2CCCCC2)cc1 (centres undefined)	-0.3	1.1	4	-1	-1.0	-1.0	-1.0	.	3	-13	-6
CCOc1ccc(NC(=O)Nc2cnccn2)cc1	-0.2	-0.6	4	0	-1.2	0.7	-1.6	-0.2	-5	-5	3
Cc1noc(C)c1C(=O)N1CCC(CO)(Cc2ccccc2)CC1	-0.6	1.6	4	-1	0.7	2.0	-1.5	0.4	-4	0	-6
O=C(O)c1ccc(/C=C2\COc3ccccc3C2=O)cc1	-1.2	-0.1	-4	8	-1.2	7.2	-1.1	-0.1	1	4	0
COC(=O)c1sccc1NC(=S)Nc1ccc(C)cc1	0.1	-0.3	1	-2	-1.2	-1.7	-1.0	0.2	-1	-4	4
O=C(CCc1ccccc1)Nc1ccc(S(=O)(=O)NC2=NCCCCC2)cc1	1.6	-0.3	0	0	-1.5	-0.5	-1.2	0.0	-1	4	-6
C=CCn1c(C)nnc1SCC(=O)N1c2ccccc2NC(=O)C1(C)C	-0.1	-0.4	5	-2	1.0	1.9	-0.6	3.0	-1	-3	3
COc1ccccc1OCCSc1nc2ccccc2n1CC(=O)O	1.1	-0.1	0	-2	-1.7	1.7	-1.1	0.6	4	-12	4
CSc1nc(C)c(Cc2ccccc2)c(=O)[nH]1	0.9	0.2	1	-3	-1.6	-0.7	-0.4	1.6	4	-1	4
CSc1c(-c2ccccn2)c(N)nn1C(=O)C1CCC1	0.7	0.0	5	-2	-1.5	-0.1	-1.4	0.4	-3	5	-4
COc1ccccc1CCNC(=O)c1cccc(S(=O)(=O)N2CCc3ccccc3C2)c1	-2.7	-0.1	-4	-1	-1.8	3.0	-1.2	2.1	-7	-1	-4
C=CCNC(=O)C1CCC(C(=O)NCC=C)CC1 (centres undefined)	0.1	0.9	-1	0	-0.3	-1.0	-0.1	-0.7	5	-7	12
CC(C)(C)OC(=O)N[C@H](Cc1ccccc1)C(=O)N1CCC[C@@H]1C(=O)O	0.2	0.3	8	2	-0.9	-1.2	-0.3	1.6	2	3	-2
CCOC(=O)c1c(C2CC2)csc1NC(C)=O	0.0	-0.3	0	3	-1.1	-2.5	-1.1	0.7	-2	-3	1
CN(C)CCNS(=O)(=O)c1ccc2c3c(cccc13)C(=O)N2	0.2	1.8	-3	1	4.3	-2.2	0.0	-0.7	3	i	7
COc1ccc(C2CC(c3ccccc3)=NN2C(=O)CSc2nnnn2-c2cccc(C)c2)cc1 (centres undefined)	-0.6	1.5	2	4	-0.4	0.2	-0.7	-0.3	-1	9	2
COc1cccc(C(C(=O)NC2CCCCC2)N(CCN2CCOCC2)C(=O)C2COc3ccccc3O2)c1 (centres undefined)	-0.4	-1.1	-3	2	0.6	-0.3	-1.6	3.1	2	6	0
COc1ccc(CCNC(=O)CC2SC(=NCc3ccccc3OC)NC2=O)cc1 (centres undefined)	1.1	-0.3	-1	-2	-0.5	-4.0	-1.1	0.7	-1	3	-7
COc1ccc(N2CCN(C(=O)c3ccc(SC)cc3OC)CC2)cc1	-0.3	2.5	2	-1	1.6	-0.4	-1.8	-0.7	1	2	10
COc1ccc(CNC(=O)C2CCCN(C(=O)Nc3ccc(OC)cc3)C2)cc1 (centres undefined)	0.2	-0.8	-3	-1	-1.9	0.9	-0.7	-0.2	1	2	1
CC(=O)Nc1cc(-c2ccc(N)nc2)cn2c(-c3cccc(C(F)(F)F)c3)cnc12	-0.2	0.0	-1	0	-1.2	0.6	-1.7	.	10	-42	7
COc1ccc(/C=C(\NC(=O)c2ccc(C)cc2)C(=O)NCCCn2ccnc2)cc1OC	-0.6	0.9	2	-2	1.8	0.4	-0.8	-0.7	1	2	2
COc1ccccc1NC(=O)CCSc1nc(C)cc(C)n1	1.0	2.2	-3	-4	-0.3	-0.9	-1.3	-0.1	-2	-2	5
Cc1cc(=O)oc2c(C)c(OCC(=O)c3ccccc3)ccc12	-0.4	2.5	-13	-3	0.4	1.6	-1.2	1.8	0	-11	1
COc1ccc(NC(=O)CN(c2cc(C)cc(C)c2)S(=O)(=O)c2c(C)noc2C)cc1	0.2	-1.2	-2	0	3.2	-3.6	-1.5	3.8	-1	-4	-4
CC(C)CNC(=O)c1ccccc1NC(=O)c1ccccc1N(C)S(C)(=O)=O	-1.0	-0.6	-3	-1	-0.1	-2.0	-0.9	-0.2	-2	-5	0
CCC(=O)Nc1cccc(-c2nnc(-c3ccccc3)o2)c1	0.6	4.5	-7	2	-1.7	4.6	-0.5	1.8	-2	-1	2
COc1ccc(/C=C/c2c(-c3ccc(OC)cc3)oc3ccc(-c4ccc(OC)cc4)cc23)cc1	0.1	-1.6	3	0	-0.6	0.2	-0.7	-0.4	5	-3	1
COCCOC(=O)c1c(NC(=O)COC(=O)Cc2cccc(OC)c2)sc(C(N)=O)c1C	0.8	-1.9	4	-1	-0.3	2.4	-0.9	0.1	2	-5	-3
Cc1cccc(NC(=O)C2CCN(S(=O)(=O)c3c(C)nn(C)c3C)CC2)n1	-0.9	-0.4	-6	-2	-1.5	-4.2	-0.9	-3.2	-3	-9	-1
CSc1cccc(NC(=O)CCCOc2ccc(Cl)cc2C)c1	0.2	0.7	1	-2	-0.3	-1.5	-1.6	-0.8	3	31*	-18
CCCNC(=O)C1(C)CCCN(CCC(=O)c2ccccc2)C1 (centres undefined)	-0.1	-0.4	-1	-3	-0.1	0.5	-0.8	.	28	-11	1
COc1ccccc1C(=O)NC(CCSC)C(=O)OC(C)C(N)=O (centres undefined)	-0.5	1.2	-2	-6	-0.8	5.6	-1.5	-0.5	3	-9	14
CCc1cccc(C)c1NC(=O)CSc1nnc(-c2ccco2)n1N	0.0	-1.3	1	2	-0.1	-2.1	-1.8	-0.8	1	4	1
O=C(CSc1nccc(=O)[nH]1)Nc1ccc(F)c(Cl)c1	0.2	0.9	4	-1	-2.0	-3.1	-1.2	0.2	-2	0	-4
CCN1CCN(S(=O)(=O)c2cc(OCC(=O)NC3CCCCC3)c(C)cc2Cl)CC1	-2.9	0.3	-8	-5	-4.0	-6.8	-1.8	-4.2	-7	-6	-2
Cc1ccc(CSc2ccc3nnc(-c4cccnc4)n3n2)cc1	-0.2	-1.2	8	-2	-3.6	-3.9	-1.4	-0.5	7	-3	4
O=C(O)c1ccc(S(=O)(=O)c2ccc3c(c2)C(=O)N(Cc2ccco2)C3=O)cc1	0.6	1.3	1	-1	-1.0	0.6	-1.1	0.1	-2	2	-6
O=C(CSc1nnnn1-c1ccc(Cl)cc1)N1CCc2ccccc2C1	-0.1	0.7	4	-2	-1.7	0.0	-0.9	1.3	-3	-2	-1
Cc1ccc(C(C2=C(O)CC(C)(C)CC2=O)C2C(=O)CC(C)(C)CC2=O)o1 (centres undefined)	-0.6	-1.2	4	-6	-0.1	2.2	-1.4	0.7	12	-13	3
Cc1cc(NC(=O)CSc2n[nH]c(CC(C)C)n2)no1	0.1	-1.3	4	0	-0.6	-0.5	-0.6	2.6	1	10	5
O=C1c2ccccc2C(O)N1Cc1ccco1 (centres undefined)	1.0	-0.6	2	1	-0.5	-0.4	-0.8	1.9	2	-8	-4
CC(=O)c1sc2nc(-c3cccs3)cc(C(F)(F)F)c2c1N	-0.1	-1.4	3	-3	6.3*	1.7	0.2	0.4	13	i	2

Retrieved by structure from the list above (2):
SMILES	DAX1 inh-1	GAA850 FXN act	GC-B act	SMARCA2 act	hcDAF12 agonist	hgDAF-12 ag	ssDAF12 agonist	DAX1 inh-2	NPR1 activator	ADAM10 inh	sPLA2-III inh
O=C1c2ccccc2C(O)N1Cc1ccco1 (centres undefined)	1.0	-0.6	2	1	-0.5	-0.4	-0.8	1.9	2	-8	-4
CCN1CCN(S(=O)(=O)c2cc(OCC(=O)NC3CCCCC3)c(C)cc2Cl)CC1	-2.9	0.3	-8	-5	-4.0	-6.8	-1.8	-4.2	-7	-6	-2

(cont.)
SMILES	DAX1 inh-1	GAA850 FXN act	GC-B act	SMARCA2 act	hcDAF12 agonist	hgDAF-12 ag	ssDAF12 agonist	DAX1 inh-2	NPR1 activator	ADAM10 inh	sPLA2-III inh
COc1ccc(N2C(=O)CSC23CCCCC3)cc1	0.3	1.6	1	-2	-0.5	-0.1	-1.1	-2.3	-2	12	-3
O=C(Nc1ccncc1)c1ccccc1-c1ccccc1	0.1	2.1	-3	-7	-0.8	-0.7	-0.5	-0.5	-3	-2	4
O=P(OC1CCCCC1)(OC1CCCCC1)C(O)c1ccc(Cl)cc1Cl (centres undefined)	0.6	-2.3	-19	2	1.3	0.9	-0.4	-0.5	-16	3	-1
CS(=O)(=O)N(CC(=O)N1CCN(c2cccc(Cl)c2)CC1)c1cccc(F)c1	-0.3	0.4	-5	1	-2.7	-3.1	-1.0	1.2	-17	4	-8
O=C(Nc1nc2c(s1)CN(Cc1ccccc1)CC2)c1cccc(S(=O)(=O)N2CCc3ccccc32)c1	-0.2	-2.9	0	-5	-0.2	0.2	-1.2	-1.0	3	-179	-12
COc1ccc(/C=C2\SC(=O)N(CCC(=O)Nc3ccc(S(=O)(=O)Nc4nccs4)cc3)C2=O)cc1	1.7	0.1	5	1	-0.2	1.5	0.1	1.7	-11	15	-26
Cc1ccc(NC(=O)CC2S/C(=N/c3nccs3)N(C)C2=O)c(C)c1 (centres undefined)	-0.1	-0.7	4	-2	0.6	1.5	-1.1	0.3	1	-1	-27
O=C1NCC(COc2ccc([N+](=O)[O-])cc2)O1 (centres undefined)	-0.3	-1.8	3	3	-1.9	-0.6	-1.1	-0.8	2	-3	3
COC(=O)c1ccccc1N(C)S(C)(=O)=O	0.0	-1.3	3	-5	-0.2	0.7	-1.2	1.9	3	-2	4
CCOC(=O)C1CCN(c2c(NCCCN3CCCCC3)c(=O)c2=O)CC1	-0.2	1.1	-3	0	0.4	-2.1	-1.0	-0.3	4	2	3
C=C(C)CNC(=S)NNC(=O)c1ccc(Br)cc1	0.1	-1.2	0	0	-1.8	-0.3	-2.1	-1.1	-2	-6	6
C=CCNC(=O)c1onc(CSc2cccc(OC)c2)c1C(=O)NCC=C	-0.4	-0.9	0	1	-0.6	-1.7	-1.6	0.1	5	4	-7
COc1ccccc1CC(=O)NCCc1c[nH]c2ccccc12	-0.3	0.7	3	1	4.1	-1.6	-0.5	0.3	-6	11	-34
